PG9 binder: PG9 antibody binding by small molecule | hit rate 0.43% among 360,000 | AID 624416 | TR-FRET gp120-PG9 antibody binding | inhibition, % at 6.7 µM; in the data active = inhibition above about 8.5%
LEDGF integ inh: blocks HIV-1 LEDGF/p75-dependent DNA integration; TR-FRET IN-LEDGF/p75 DNA integration, Eu/Cy5; inhibition, % at 3.7 µM; hit rate 0.64% among 370,000;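 active = inhibition above the screen-wide mean plus 3 SD, cut at about 13% in these data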;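 also: signal is the Cy5 over europium emission ratio at 671 and 618 nm; 0% = plate median of compound wells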
TDP2 inh: blocks human TDP2 phosphodiesterase activity; hit rate 0.34% among 370,000; inhibition, % at 12.8 µM; recombinant TDP2, T5PNP hydrolysis, p-nitrophenol absorbance 415 nm;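 active = inhibition above the mean of all tested compounds plus 3 SD, set per campaign, cut at about 25% in these data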;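 also: 0% = DMSO with enzyme and 100% = buffer with substrate but no TDP2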
Target sequence (O95551 whole entry, looked up): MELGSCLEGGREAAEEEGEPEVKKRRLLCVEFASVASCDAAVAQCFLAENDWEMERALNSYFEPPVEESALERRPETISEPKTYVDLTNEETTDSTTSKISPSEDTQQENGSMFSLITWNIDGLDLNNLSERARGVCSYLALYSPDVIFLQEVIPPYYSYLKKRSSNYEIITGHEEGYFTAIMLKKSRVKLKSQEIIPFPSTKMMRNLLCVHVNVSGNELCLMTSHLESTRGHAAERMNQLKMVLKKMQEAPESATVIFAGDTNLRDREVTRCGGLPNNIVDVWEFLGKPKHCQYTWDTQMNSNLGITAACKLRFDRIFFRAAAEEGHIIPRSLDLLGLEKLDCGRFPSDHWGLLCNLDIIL
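System – recombinant human TDP2 · Amount – 120 nM TDP2 per well · Buffer or medium – Mg2+-containing Tris-HCl buffer, pH 7.5 · Reagent – T5PNP substrate, 5 mM · Dosing – 12.8 µM single point, 1% DMSO · Incubation – 2 h at 37 °C · Measured by – epi absorbance · Read-out basis – percent inhibition · Benchmarks – high control without enzyme, low control DMSO plus TDP2 · Repeats – singlicate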
mABHD4 FP: ABHD4 (mouse) inhibition, primary FP screen | purified mABHD4, FP-Rh probe fluorescence polarization | inhibition, % at 8.92 µM | hit rate 0.54% among 370,000;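 active = inhibition exceeding the mean over every tested compound plus 3 SD, cut at about 30% in these data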;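 also: 0% = plate median of compound wells and 100% = S159A mutant with DMSO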
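Assay system: Wild-type mouse ABHD4 protein | Medium: HEPES pH 7.0 buffer, 150 mM NaCl, 0.01% Pluronic F-127 | Incubation: Enzyme–compound pre-incubation 45 min, then probe 60 min, both 25 °C | Technique: Fluorescence polarization with parallel and perpendicular emission, 525/598 nm | Evaluation: % inhibition of FP-Rh probe binding versus controls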
Rev-erbA mod: modulators of human Rev-erb alpha DNA binding; P20393; Rev-erbα–FITC-DNA binding, fluorescence polarization, 90 min; activity, % at 10 µM; hit rate 0.79% among 370,000; AID 1259318;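 active = activity above about 14%, limit read from the data; passing the limit was not always enough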;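 also: 0% = DMSO wells with 35 nM protein and 100% = DMSO wells with 750 nM protein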
TCR-CD3 inh: blocks the human TCR-CD3 interaction; AID 651800; hit rate 0.37% among 360,000; inhibition, % at 9.4 µM; TAMRA-labeled TCR probe fluorescence, biochemical; in the data active = inhibition above about 19%;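 also: recombinant mutant TCR 2C K166C tagged with TAMRA read by polarization; 0% = receptor in buffer alone and 100% = receptor with positive control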
HTRA1 inh: HTRA1 (human) protease inhibition; inhibition, % at 5.96 µM; recombinant HTRA1, FP-rhodamine activity-based probe, fluorescence polarization; hit rate 0.5% among 340,000; in the data active = inhibition above about 36%;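 also: 0% = enzyme with DMSO and 100% = wells lacking enzyme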
PRMT1 inh: blocks human protein arginine methyltransferase 1; recombinant PRMT1, activity-based probe fluorescence polarization; AID 652257; Q99873; hit rate 1.3% among 370,000; inhibition, % at 2.79 µM;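 active = inhibition above about 21% made by adding two undisclosed values, limit read from the data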
SIAE primary: inhibitors of human sialic acid acetylesterase SIAE; AID 1053197; Q9HAT2; hit rate 0.69% among 370,000; inhibition, % at 9.66 µM; SIAE FP-Rh probe binding, fluorescence polarization;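 active = inhibition above a cutoff: mean of compounds within the control limits plus 3 SD of those, cut at about 17% in these data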;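 also: 0% = plate median of compound wells and 100% = probe without SIAE protein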
Target sequence (Q9HAT2 whole entry, looked up): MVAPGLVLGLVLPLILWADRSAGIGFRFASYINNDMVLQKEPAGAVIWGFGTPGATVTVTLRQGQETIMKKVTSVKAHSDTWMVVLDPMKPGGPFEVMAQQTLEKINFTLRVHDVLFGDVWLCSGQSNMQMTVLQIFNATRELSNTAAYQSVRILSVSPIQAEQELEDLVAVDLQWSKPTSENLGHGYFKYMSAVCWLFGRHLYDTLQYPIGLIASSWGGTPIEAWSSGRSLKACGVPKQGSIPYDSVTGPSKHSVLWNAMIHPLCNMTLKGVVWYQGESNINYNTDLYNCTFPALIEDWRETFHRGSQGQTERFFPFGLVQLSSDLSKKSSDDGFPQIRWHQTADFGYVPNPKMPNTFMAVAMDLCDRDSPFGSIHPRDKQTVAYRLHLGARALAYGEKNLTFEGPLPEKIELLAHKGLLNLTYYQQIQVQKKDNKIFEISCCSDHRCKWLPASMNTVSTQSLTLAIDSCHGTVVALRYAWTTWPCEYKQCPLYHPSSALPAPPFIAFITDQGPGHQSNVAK
rCAG binder: binds r(CAG) RNA repeats; r(CAG) RNA repeat, TO-PRO-1 dye displacement fluorescence; hit rate 1.3% among 370,000; inhibition, % at 3 µM;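 active = inhibition above the plate cutoff, the mean of all test compounds on that plate plus 3 SD, cut at about 35% in these data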;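 also: 0% = DMSO alone and 100% = 100 µM mitoxantrone as full dye displacement; higher means more dye released from RNA so lower well fluorescence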
Active calls of the source: *; · = no result given. Some of the compounds tested, so the mix of outcomes need not match the whole.

The opening 15 compounds, to show the layout:
Sequence of screens – PG9 binder	LEDGF integ inh	TDP2 inh	mABHD4 FP	Rev-erbA mod	TCR-CD3 inh	HTRA1 inh	PRMT1 inh	SIAE primary	rCAG binder
1. O=C(CSc1ccccc1C(=O)NCc1ccccc1)NC12CC3CC(CC(C3)C1)C2
 : 0.7	2	11	2	5	-5	-4	4	-2	-7
2. CCOc1cc(S(=O)(=O)Nc2ncn[nH]2)ccc1Br
 : -1.1	0	13	0	-10	4	2	-6	2	1
3. CCC(=O)N1CCN(C(=O)c2ccccc2)CC1
 : 0.9	1	-3	-10	4	-5	4	6	-6	0
4. CCOC(=O)C1CCCN(C(=O)c2ccccc2NC(C)=O)C1 (configuration not stated)
 : 0.0	-1	-4	4	-3	-6	14	-1	8	-1
5. C[C@H]1COc2cc(Br)ccc2S(=O)(=O)N1Cc1cn(Cc2ccc(Cl)cc2)nn1
 : ·	0	-5	1	-2	·	·	-5	-3	2
6. COc1ccc(NC(C)=O)cc1S(=O)(=O)Nc1ccc(S(=O)(=O)N2CCCCC2)cc1
 : 2.2	-1	5	5	-2	-10	1	-1	3	6
7. C(=N\Nc1nc(Nc2ccccc2)nc(Nc2ccccc2)n1)/c1ccncc1
 : 0.4	-2	-1	-1	-10	-1	-10	1	-39	2
8. CCN(C#N)c1nc(NC(C)C)nc(NC(C)(C)C)n1
 : 2.1	-4	-16	-1	0	2	2	0	1	-1
9. COc1ccc(Cl)cc1C(=O)NC1CC(C)(C)NC(C)(C)C1
 : 0.3	-2	10	0	-2	9	0	-4	8	5
10. COc1ccccc1CNC(=O)Cn1ccsc1=N
 : -0.1	-3	-1	-1	-3	-6	7	3	-4	-2
11. CC(C)(C)OC(=O)NCCc1onc(-c2ccccc2F)c1C(=O)O
 : 0.3	1	5	-6	-4	1	1	0	-4	1
12. CCCNC(=O)C1(C)CCN1C(=O)c1ccccc1CCc1ccccc1 (configuration not stated)
 : -0.2	7	-6	-9	4	-5	·	-4	-5	0
13. CCCS(=O)(=O)N1CCC(C(=O)NCc2ccc(F)cc2)CC1
 : -0.4	1	13	1	-7	6	5	2	7	0
14. O=C(NN=C1CCCC1)c1[nH]c2ccc(Cl)cc2c1-c1ccccc1
 : -1.9	3	4	-1	7	-8	·	-1	-10	3
15. CCCc1ccc(C(=O)CN2C(=O)C(=O)N(C3CCCC3)C2=O)cc1
 : 0.1	-4	3	1	1	2	-2	3	-5	8

All compounds of this part, from the start:
Sequence of screens – PG9 binder	LEDGF integ inh	TDP2 inh	mABHD4 FP	Rev-erbA mod	TCR-CD3 inh	HTRA1 inh	PRMT1 inh	SIAE primary	rCAG binder
1. O=C(CSc1ccccc1C(=O)NCc1ccccc1)NC12CC3CC(CC(C3)C1)C2
 : 0.7	2	11	2	5	-5	-4	4	-2	-7
2. CCOc1cc(S(=O)(=O)Nc2ncn[nH]2)ccc1Br
 : -1.1	0	13	0	-10	4	2	-6	2	1
3. CCC(=O)N1CCN(C(=O)c2ccccc2)CC1
 : 0.9	1	-3	-10	4	-5	4	6	-6	0
4. CCOC(=O)C1CCCN(C(=O)c2ccccc2NC(C)=O)C1 (configuration not stated)
 : 0.0	-1	-4	4	-3	-6	14	-1	8	-1
5. C[C@H]1COc2cc(Br)ccc2S(=O)(=O)N1Cc1cn(Cc2ccc(Cl)cc2)nn1
 : ·	0	-5	1	-2	·	·	-5	-3	2
6. COc1ccc(NC(C)=O)cc1S(=O)(=O)Nc1ccc(S(=O)(=O)N2CCCCC2)cc1
 : 2.2	-1	5	5	-2	-10	1	-1	3	6
7. C(=N\Nc1nc(Nc2ccccc2)nc(Nc2ccccc2)n1)/c1ccncc1
 : 0.4	-2	-1	-1	-10	-1	-10	1	-39	2
8. CCN(C#N)c1nc(NC(C)C)nc(NC(C)(C)C)n1
 : 2.1	-4	-16	-1	0	2	2	0	1	-1
9. COc1ccc(Cl)cc1C(=O)NC1CC(C)(C)NC(C)(C)C1
 : 0.3	-2	10	0	-2	9	0	-4	8	5
10. COc1ccccc1CNC(=O)Cn1ccsc1=N
 : -0.1	-3	-1	-1	-3	-6	7	3	-4	-2
11. CC(C)(C)OC(=O)NCCc1onc(-c2ccccc2F)c1C(=O)O
 : 0.3	1	5	-6	-4	1	1	0	-4	1
12. CCCNC(=O)C1(C)CCN1C(=O)c1ccccc1CCc1ccccc1 (configuration not stated)
 : -0.2	7	-6	-9	4	-5	·	-4	-5	0
13. CCCS(=O)(=O)N1CCC(C(=O)NCc2ccc(F)cc2)CC1
 : -0.4	1	13	1	-7	6	5	2	7	0
14. O=C(NN=C1CCCC1)c1[nH]c2ccc(Cl)cc2c1-c1ccccc1
 : -1.9	3	4	-1	7	-8	·	-1	-10	3
15. CCCc1ccc(C(=O)CN2C(=O)C(=O)N(C3CCCC3)C2=O)cc1
 : 0.1	-4	3	1	1	2	-2	3	-5	8
16. CCCNC(=O)c1onc(CSc2ccc(F)cc2)c1C(=O)NCC1CC1
 : -1.9	-3	2	-1	6	5	-11	-1	-2	-8
17. O=C(Nc1ccccc1)Nc1ccccc1C(=O)NCC1CC1
 : -0.3	2	22	-8	7	6	-20	-1	2	-4
18. Cc1scc(-c2n[nH]c(=S)n2C(C)c2ccccc2)c1C (configuration not stated)
 : -2.5	1	-1	-12	-2	7	-1	3	-1	6
19. CCn1c(Cc2ccc(OC)cc2)nnc1SCC(=O)Nc1nc2ccccc2s1
 : 0.9	-1	8	-6	-1	1	1	-2	1	1
20. N#CCOC(=O)C1c2ccccc2Oc2ccccc21
 : -1.7	0	6	2	5	0	14	-4	3	2
21. CN(C)CCOC(=O)Cc1ccc(Cl)cc1
 : 2.1	4	-1	0	4	-5	-4	0	6	-2
22. C[C@H]1CCCN1c1ccc2c(c1)O[C@@H]1CCN(C1)S2(=O)=O
 : ·	0	10	0	4	·	·	5	5	2
23. NCCCC(N)(C(=O)O)C(F)F (configuration not stated)
 : 0.6	0	10	-3	-3	-6	4	2	1	1
24. Cc1cccc(-c2cc3nc(C)cc(NCCCn4ccnc4)n3n2)c1
 : 0.7	-2	1	2	0	-2	-3	4	-2	-6
25. CC1CCC(NC(=O)C(Cc2ccccc2)n2cccc2)CC1 (configuration not stated)
 : 1.3	0	4	3	-3	2	-3	1	0	-4
26. Cc1ccc([C@H]2C(C(=O)O)=CC[C@@H](c3ccc(Cl)c(Cl)c3)N2S(=O)(=O)c2ccc(C)cc2)cc1
 : -1.6	3	-7	18	-9	-5	-78	-2	-6	88*
27. Cn1c(=O)[nH]c(=O)c2c1nc(SCC(O)CCl)n2Cc1ccccc1 (configuration not stated)
 : -0.8	-3	0	-5	-1	-2	0	12	-6	-4
28. Cc1ccc(-c2c3c(=O)n(C)c(=O)n(C)c3cn2Cc2cccnc2)cc1
 : 0.6	1	5	4	2	-8	-5	0	9	3
29. Cc1ccc(-c2nn(CC(=O)NCc3cc(-c4nn(C)c(=O)c5ccccc45)ccc3C)c(=O)c3ccccc23)cc1
 : 0.0	1	-1	2	-8	-3	-7	2	-15	3
30. O=C(COc1ccc(/C=N/NC(=O)C(=O)N2CCCCCC2)cc1)Nc1ccccc1Cl
 : -0.5	3	5	-2	-1	-1	-8	1	-4	-2
31. Cc1cccc(COC[C@H](CC(C)C)N2CCN(C(=O)c3ccc(C(C)(C)C)cc3)CCC2=O)c1
 : -0.1	0	-3	7	-6	8	·	-3	3	3
32. COc1ccc2sc(N(CCCN(C)C)C(=O)c3ccc(S(=O)(=O)N4CCc5ccccc5C4)cc3)nc2c1
 : -2.6	-3	-5	19	-4	4	-30	-2	-2	1
33. CCc1noc(C)c1C(=O)Nc1ccc(C)c(S(=O)(=O)N2CCCCCC2)c1
 : -0.9	-6	-7	-21	-1	2	-10	3	-4	-4
34. CCOC(=O)CCc1c(C)c2ccc(OCC(=O)OC(C)C)cc2oc1=O
 : -1.8	-1	0	3	-4	3	-6	1	-8	-9
35. COc1cc(NC(=O)C2CC2)c(OC)cc1NC(=O)CCC(=O)NC1CCN(Cc2ccccc2)CC1
 : -1.6	-3	-4	-5	0	2	-7	3	-8	-10
36. O=S(=O)(Nc1ccc(N2CCCCC2)cc1)c1ccccc1F
 : -1.1	-1	0	11	0	5	·	1	10	20
37. O=C(Nc1cc(Cl)ccc1O)c1snnc1-c1ccccc1
 : -2.0	-4	3	-16	2	4	-20	-1	-12	14
38. CC1CC(C)CN(C(=O)c2ccc(NC(=O)c3ccc(=O)[nH]c3)cc2)C1 (configuration not stated)
 : -0.2	1	7	-3	-1	10	3	-5	-1	1
39. CCOc1cccc(/C=N/N=C/c2cccc(OCC)c2O)c1O
 : -1.4	1	2	3	-1	-1	3	3	-9	4
40. O=C(Nc1ccc(S(=O)(=O)N2CCCCCC2)cc1)c1ccc(Br)o1
 : -1.3	-2	-8	-29	-1	7	-35	0	-16	6
41. CC(=O)N(CN1C(=O)c2ccccc2C1=O)c1cccc(C)c1
 : 0.0	-4	3	3	1	3	6	2	-1	-2
42. O=C(c1cccc([N+](=O)[O-])c1)c1cc2ccccc2o1
 : -2.1	-3	13	-6	0	7	-3	0	6	4
43. N#Cc1ccc(-c2ccc3nccn3c2)cc1
 : 1.0	-5	1	-2	1	1	·	7	-1	0
44. COc1ccc(COC(=O)c2ccc3c(=O)n4c(nc3c2)CCC4)cc1F
 : 0.6	0	0	-2	-1	9	·	-1	-4	3
45. O=C(COc1cccnc1[N+](=O)[O-])Nc1ccccc1Sc1ccccc1
 : -2.7	0	3	-12	6	2	-16	-1	-1	1
46. COc1ccc(-c2noc(CN(C)Cc3ccccc3)n2)cc1
 : 0.5	4	4	-3	6	-2	-6	2	4	-6
47. Cc1ccc(NC(=O)c2nc[nH]c2C(=O)NCCCCCCNC(=O)c2[nH]cnc2C(=O)Nc2ccc(C)cc2)cc1
 : 2.7	3	-4	7	5	8	5	0	-1	3
48. Cc1cc(NS(=O)(=O)c2ccc(NC(=O)c3ccc(Br)o3)cc2)nc(C)n1
 : -3.0	4	5	9	-2	15	4	4	2	4
49. O=C(c1cc(-c2ccc(Cl)s2)nc2ccccc12)N1CCOCC1
 : 1.3	3	4	-4	-6	6	-11	-5	-5	4
50. COc1ccc(CCNC(=O)CSc2nc(=O)n3cccc(C)c3n2)cc1OC
 : -0.5	0	-5	4	-3	-3	0	7	-3	0
51. Cc1sc2nc(SCC(=O)N(C)Cc3ccccc3)n(-c3ccccc3)c(=O)c2c1C
 : -1.8	-2	-4	1	-3	0	-6	-3	-4	0
52. O=C(c1ccco1)N1CC2(CC(c3ccc(Cl)cc3)=NO2)CN1Cc1ccc(Br)cc1 (configuration not stated)
 : -1.8	-3	12	10	2	3	-57	0	-7	6

Screens as filed in PubChem.
